Source: PubChem BioAssay
Diaph inh CS: diaphorase inhibition or chemical oxidation counter-screen; inhibition, % at 20 µM; diaphorase resazurin-to-resorufin fluorescence, NADH, 16 min; bacterial (C. kluyveri) enzyme, not human; AID 1217; hit rate 0.69% among 190,000;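 active = primary screen inhibition at 20 µM above a set limit, cut at about 50% in these data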;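 also: plate controls were DMSO with full reaction for no effect and wells lacking NADH for full effect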
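Detection: fluorescence of resorufin formed from resazurin, Ex 544/Em 590 nm; test system: Clostridium kluyveri diaphorase enzyme; amount: 0.14 U/mL diaphorase, enzyme working solution; times: 16-min room-temperature incubation before reading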
G6PDH counter: counter-screen for G6PDH assay hits: L. mesenteroides G6PDH inhibition; Purified L. mesenteroides G6PDH, diaphorase/resazurin coupled fluorescence, 45 min; inhibition, % at 5 µM; hit rate 0.12% among 200,000; in the data active = inhibition above about 50%
PMI act: increases human mannose-6-phosphate isomerase activity | activation factor at 20 µM | hit rate 0.005% among 190,000 | purified human PMI, coupled resazurin fluorescence, 20 min; hits give high values; 1 = vehicle control, 0 substrate-free wells | P34949;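 active = activation factor of 2 or more at 20 µM, relative to plate controls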
Diaph act CS: activates diaphorase or chemically reduces, flagging diaphorase assay artifacts; hit rate 0.005% among 190,000; Diaphorase/resazurin coupled assay, resorufin fluorescence, 16 min; hits give high values; 1 = vehicle wells, 0 = NADH-free wells; AID 1229; activation factor at 20 µM;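 active = diaphorase activity raised at least twofold by the compound at 20 µM; inactive = activation factor below 2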
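Measured by – red resorufin fluorescence at 544/590 nm excitation/emission · Test system – Clostridium kluyveri diaphorase, purified enzyme · Incubation – reaction time 16 min, room temperature · Buffer or medium – 50 mM HEPES pH 7.4 with 4.542 mM MgCl2, 0.005% Tween 20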
FLuc stim CS: affects firefly luciferase, flagging false hits in luciferase stimulation screens; P08659; ATPlite luciferase biochemical, luminescence, 10 min; 0 = ATP-free wells, 1 = DMSO control; activation factor at 10 µM; 200,000 tested, under 10 active;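 active = luciferase activation factor, scaled between plate controls, of at least 2 with compound at 10 µM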
Target sequence (P08659 whole entry, looked up): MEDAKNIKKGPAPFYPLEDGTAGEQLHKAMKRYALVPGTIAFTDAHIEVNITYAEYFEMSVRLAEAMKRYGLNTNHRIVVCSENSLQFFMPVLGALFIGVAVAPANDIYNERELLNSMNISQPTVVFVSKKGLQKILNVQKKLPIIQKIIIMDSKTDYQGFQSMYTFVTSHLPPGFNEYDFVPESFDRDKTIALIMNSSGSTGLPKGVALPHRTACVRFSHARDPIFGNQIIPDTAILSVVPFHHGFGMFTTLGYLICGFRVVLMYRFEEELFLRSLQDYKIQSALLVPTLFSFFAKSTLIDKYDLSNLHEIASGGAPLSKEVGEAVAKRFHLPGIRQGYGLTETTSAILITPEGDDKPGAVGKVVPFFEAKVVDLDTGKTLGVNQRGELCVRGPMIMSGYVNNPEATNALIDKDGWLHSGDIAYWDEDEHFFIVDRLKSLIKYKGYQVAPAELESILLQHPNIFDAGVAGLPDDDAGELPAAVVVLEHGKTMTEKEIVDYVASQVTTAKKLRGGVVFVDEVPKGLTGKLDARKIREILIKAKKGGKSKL
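Material: luciferase plus luciferin reagent, cell-free. Medium: PBS buffer for ATP. Also added: ATP substrate, dispensed from a 10.24 µM working solution in PBS. Doses: test compounds dosed from 2 mM stocks in 100% DMSO. Incubation: 10 min post-reagent at room temperature. Technique: light output (luminescence). Read-out basis: luminescence gain marking luciferase activators.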
Efa HMGR inh: E. faecalis class II HMG-CoA reductase inhibition | purified E. faecalis HMGR, NADPH absorbance 340 nm kinetic | inhibition, % at 10 µM | hit rate 0.41% among 190,000;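 active = inhibition above a set limit, the median over all tested compounds plus 3 SD, cut at about 9.5% in these data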;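 also: enzyme runs in reverse so mevalonate oxidation gives rising NADPH absorbance; 0% = complete reaction with DMSO and 100% = background rate lacking mevalonate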
TNAP inh no acc: inhibitors of human TNAP without phosphate acceptor; inhibition, % at 20 µM; AID 1012; P05186; hit rate 0.26% among 200,000; purified TNAP, CDP-star luminescence, 30 min;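 active = tissue-nonspecific alkaline phosphatase inhibition above about 50% at 20 µM in the single-dose screen, limit read from the data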;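 also: 0% = DMSO negative control and 100% = EDTA positive control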
Target sequence (P05186 whole entry, looked up): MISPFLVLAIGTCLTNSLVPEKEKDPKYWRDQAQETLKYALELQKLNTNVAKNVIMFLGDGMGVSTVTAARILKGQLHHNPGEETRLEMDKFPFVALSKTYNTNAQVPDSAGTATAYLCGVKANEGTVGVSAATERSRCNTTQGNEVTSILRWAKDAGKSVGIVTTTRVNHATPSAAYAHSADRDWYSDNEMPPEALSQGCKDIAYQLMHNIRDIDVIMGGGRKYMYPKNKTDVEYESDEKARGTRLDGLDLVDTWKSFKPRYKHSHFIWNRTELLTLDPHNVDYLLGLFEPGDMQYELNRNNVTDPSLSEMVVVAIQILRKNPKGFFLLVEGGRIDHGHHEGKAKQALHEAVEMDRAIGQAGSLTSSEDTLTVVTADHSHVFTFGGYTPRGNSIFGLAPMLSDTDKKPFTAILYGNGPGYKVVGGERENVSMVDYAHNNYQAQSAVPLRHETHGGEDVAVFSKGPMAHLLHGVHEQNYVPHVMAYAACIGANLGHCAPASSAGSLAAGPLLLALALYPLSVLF
PMI act hi M6P: PMI (human) activation, high substrate; coupled PMI enzyme assay, resazurin fluorescence, 20 min; hits give high values; 1 = untreated enzyme, 0 = substrate-free blank; hit rate 0.34% among 190,000; P34949; activation factor at 20 µM;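 active = activation factor of 2 or more at 20 µM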
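Test system: Human PMI in coupled enzyme assay | Input: 15 ng/mL PMI | Medium: HEPES-buffered pH 7.4 with magnesium and detergent | Compound: One concentration, 20 µM, in 1% DMSO | Incubation: Enzyme reaction with compound 20 min at room temperature | Detection: Diaphorase-driven resazurin-to-resorufin fluorescence, excitation 544, emission 590 nm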
TNAP inh hi DEA: blocks human TNAP under high phosphate acceptor concentration. P05186. purified TNAP, CDP-star luminescence, 1 M DEA. inhibition, % at 20 µM. hit rate 0.03% among 200,000;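 active = over 50% inhibition of tissue-nonspecific alkaline phosphatase at 20 µM in the single-dose screen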;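 also: plate controls were DMSO wells for no effect and EDTA-quenched wells as full inhibition for full effect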
TNAP act hiacc: TNAP (human) activation, high acceptor; P05186; purified TNAP, CDP-star luminescence, 1 M DEA, 30 min; hits give high values; 0 = EDTA background, 1 = DMSO-only activity; activation factor at 20 µM; 200,000 tested, under 10 active; AID 1136;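 active = activation factor at least 2 at 20 µM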
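Measured by: Luminescent substrate turnover signal | Test system: Human TNAP | Input: TNAP 1/800 final | Dosing: 20 µM single point | Schedule: 30 min, room temperature | Controls: EDTA wells as negative control, DMSO wells as positive control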
The depositor's hits bear a star.

SMILES	Diaph inh CS	G6PDH counter	PMI act	Diaph act CS	FLuc stim CS	Efa HMGR inh	TNAP inh no acc	PMI act hi M6P	TNAP inh hi DEA	TNAP act hiacc
O=C(NCCN1CCC(Cc2ccccc2)CC1)C1CCCN(S(=O)(=O)c2cnc[nH]2)C1 (stereo unspecified)	8	-4	1.1	0.9	1.1	-7	-7	1	-8	1.1
COc1ccccc1CN=C1NC(=O)C(CC(=O)Nc2ccc(OC)c(OC)c2)S1 (stereo unspecified)	9	8	1	0.9	1	0	-5	1.1	-4	1
CC(C)NCc1cccc([N+](=O)[O-])c1	1	14	0.9	1	1	-4	-20	1.1	-4	1
N=C1C(c2ccccc2)=C(O)CN1c1ccccc1	4	3	1.1	1	1.1	-4	1	1	-5	1
CC(=O)c1ccc(NC(=S)Nc2ccc3[nH]c(=O)[nH]c3c2)cc1	8	8	1	0.9	1.1	-4	-10	1	-3	1
O=C(CSCc1ccco1)c1ccc(Cl)s1	10	9	1.1	0.9	0.7	-3	-16	1	-7	1.1
Cc1nnc(SCC(=O)Nc2nsc(-c3ccc(Cl)cc3)n2)s1	5	3	1	1	1	2	-6	0.9	-2	1
O=C(CN1CCN(Cc2ccccc2F)C1=O)NCCN1CCOCC1	12	16	0.9	0.9	1	-7	-11	0.9	-4	1
Cc1oc(-c2ccccc2)nc1CSc1nc2c(c(=O)[nH]1)CCC2	12	18	0.9	0.9	1	-3	-1	0.9	1	1
CCn1cc(Br)c(C(=O)NC(C)c2ccccc2)n1 (stereo unspecified)	12	2	0.9	0.9	1	1	-15	0.9	-6	1.1
Cc1cc(C)c(C#N)c(N2CCN(Cc3ccccc3)CC2)n1	4	3	0.9	1	1.1	-3	-2	1	-1	1
CC(C)c1ccc(S(=O)(=O)N2CCN(C(=O)c3ccco3)CC2)cc1	7	1	0.9	0.9	1	3	-7	0.9	3	1
CC(=O)Nc1ccc(N2C(C(C)=O)=NN(c3ccc(Cl)cc3)C2c2sccc2C)cc1 (stereo unspecified)	4	4	0.9	1	1.1	-9	1	1	3	1
COc1ccc(Nc2nc(-c3ccc4c(c3)NC(=O)CO4)cs2)cc1	10	-1	1	0.9	1	-3	-11	0.9	-7	1.1
Cc1ccc(/C=C2/NC(=O)N(c3ccccc3)C2=O)o1	22	10	0.7	0.8	0.9	-1	-6	0.7	2	1
CCCn1c(SCC(=O)c2ccc3c(c2)OCCO3)n[nH]c1=O	5	6	1	1	0.9	5	8	1	0	1
CCN=C1SC(CC(=O)NCCc2ccc(OC)cc2)C(=O)N1CC (stereo unspecified)	6	8	1	0.9	1.1	2	-11	1	-4	1
Nc1c2c3c(sc2nc(=O)n1N)CCCC3	7	8	1	0.9	1.1	-7	-23	1.1	-5	1.1
CC(C)OP(=O)(c1ccc(N(C)C)cc1)C(O)c1ccncc1 (stereo unspecified)	5	0	1.1	1	1.1	-3	1	1	-2	1
O=C(O)C1C2CC2CN1C(=O)c1ccc(Cl)cc1 (stereo unspecified)	-1	7	1	1	1.1	1	-11	0.9	-5	1.1
CCC(C)NC(=O)c1c(C)cc(=O)oc1C (stereo unspecified)	5	3	0.9	1	1	1	-10	0.9	-4	1
C=CCn1c(C)cc(C(=O)COC(=O)CNC(=O)c2ccccc2)c1C	16	3	1	0.8	0.8	2	-11	1	-4	1
CCOC(=O)c1ccc(NC(=S)N(Cc2cccnc2)Cc2ccco2)cc1	-10	3	1.1	1.1	1	3	6	1.2	0	1
CCc1nnc(NC(=O)C2CCCN2S(=O)(=O)c2ccccc2)s1 (stereo unspecified)	-13	5	1.1	1.1	1.1	-8	-12	1.1	-4	1
O=C(NNC(=O)c1cccs1)c1ccncc1	11	1	1	0.9	1	-3	-10	1	-6	1.1
More structures
SMILES	Diaph inh CS	G6PDH counter	PMI act	Diaph act CS	FLuc stim CS	Efa HMGR inh	TNAP inh no acc	PMI act hi M6P	TNAP inh hi DEA	TNAP act hiacc
O=C1C(Oc2ccc(Cl)cc2)C(c2ccc3c(c2)OCO3)N1CC1CCCO1 (stereo unspecified)	21	18	0.8	0.8	1	-5	-2	0.9	-3	1
COc1ccc(-c2nnc(-c3cccnc3)o2)cc1OC	1	-5	1	1	1	-4	-18	1	-8	1.1
COc1ccc(/C=C2\CCn3c2nc2cc(C(=O)O)ccc2c3=O)cc1O	-2	-5	1	1	1	8	-18	1	0	1
COc1ccc(N2CCN(C(=O)COc3ccc(Cl)cc3Cl)CC2)cc1	12	4	1	0.9	1	3	9	1	-4	1
CCOc1ccccc1/C=C(/NC(=O)c1ccccc1)C(=O)N(CC)CC	10	-12	1	0.9	1	1	0	1	1	1
COc1ccc(/C(N)=N/OC(=O)N2CCOCC2)cc1	14	9	0.9	0.9	1	0	-14	0.9	-8	1.1
COc1ccc2c(Cl)c(C(N)=O)sc2c1	7	-5	1	0.9	0.9	-1	-6	1	-5	1.1
Cc1cccc(OC(=O)n2c(=S)oc3cc(Cl)ccc32)c1	9	-6	1	0.9	1	-6	2	1	-1	1
CS(=O)(=O)N(CCC(=O)O)Cc1ccccc1	11	1	1	0.9	1.1	-4	-15	1	-7	1.1
COc1ccc(NC(=O)CSc2ncccc2C(=O)OC(C)C)cc1OC	2	12	1	1	1	-3	-11	1	-2	1
CCOC(=O)NC(=O)CSc1nc(-c2ccc(C)c(C)c2)cn1-c1ccccc1	23	9	0.9	0.8	0.9	-3	-10	0.9	-6	1.1
COc1ccccc1N1CCN(C(=O)c2ccc(S(=O)(=O)N3CCCCC3)cc2)CC1	8	7	1	0.9	1.1	-3	4	1	-4	1
O=C(CSc1cccc[n+]1[O-])Nc1ccc([N+](=O)[O-])cc1Cl	0	5	1	1	1.1	-2	-3	1	-1	1
Cc1[nH]c2ccccc2c1C(=O)NS(=O)(=O)Nc1ccc(Cl)cc1	8	-6	1.2	0.9	1.1	-1	-10	1.1	-4	1
CC(C)n1c(O)c(N=NC(=O)Cc2csc(N3CCOCC3)n2)c2ccccc21	31	7	1	0.7	1.1	-7	9	1	-2	1
Cn1c(=O)oc2cc(S(=O)(=O)N3CCCc4ccccc43)ccc21	21	3	1	0.8	1	0	-13	0.9	-5	1.1
CC(=O)Nc1cccc(C(=O)NC(C)c2ccc(S(N)(=O)=O)cc2)c1 (stereo unspecified)	0	1	1	1	1.1	-3	-10	1.1	0	1
Cc1c(OCc2ccc([N+](=O)[O-])cc2)ccc2c3c(c(=O)oc12)CCC3	2	-18	0.9	1	1	1	-12	1	-1	1
O=C(Cc1ccc(Cl)cc1Cl)Nc1cccc(S(=O)(=O)Nc2ccccc2F)c1	9	-1	0.4	0.9	1	-6	-11	0.6	0	1
COC(=O)[C@@]1(Cc2ccc(F)cc2)[C@H]2c3cc(C(=O)N(C)C)n(C[C@H](O)CO)c3C[C@H]2CN1C(=O)c1ccccc1	23	14	0.9	0.8	1.1	2	-5	0.9	-2	1
COc1ccc(CCN(C)C(=O)CSc2nc3ncc(Cl)cc3[nH]2)cc1OC	4	-6	1	1	1	1	18	1	2	1
O=C(CCc1ccccc1)Nc1cc(NC(=O)CCc2ccccc2)cc(C(=O)O)c1	21	1	0.4	0.8	1.1	0	-15	1.1	-8	1.1
COc1ccc(Oc2nccc(-c3ccc(Cl)cc3)n2)cc1	-8	-10	1	1.1	0.9	-7	4	1	6	0.9
COc1ccccc1NC(=O)c1ccccc1NC(=O)c1cc(Cl)ccc1NC(=O)c1ccco1	16	2	0.9	0.8	1	-5	-9	0.9	-2	1
COc1ccc(C(C(=O)NC2CCCCC2)N(C(=O)c2sc(C)nc2C)c2ccccc2)cc1 (stereo unspecified)	10	9	0.8	0.9	1	-5	-11	0.9	2	1

Whole records, quoted from the list. Values in the order: Diaph inh CS, G6PDH counter, PMI act, Diaph act CS, FLuc stim CS, Efa HMGR inh, TNAP inh no acc, PMI act hi M6P, TNAP inh hi DEA, TNAP act hiacc
Nc1c2c3c(sc2nc(=O)n1N)CCCC3 reads 7, 8, 1, 0.9, 1.1, -7, -23, 1.1, -5, 1.1
CCN=C1SC(CC(=O)NCCc2ccc(OC)cc2)C(=O)N1CC (stereo unspecified) reads 6, 8, 1, 0.9, 1.1, 2, -11, 1, -4, 1
CCCn1c(SCC(=O)c2ccc3c(c2)OCCO3)n[nH]c1=O reads 5, 6, 1, 1, 0.9, 5, 8, 1, 0, 1
COc1ccc(Nc2nc(-c3ccc4c(c3)NC(=O)CO4)cs2)cc1 reads 10, -1, 1, 0.9, 1, -3, -11, 0.9, -7, 1.1
COc1ccc(-c2nnc(-c3cccnc3)o2)cc1OC reads 1, -5, 1, 1, 1, -4, -18, 1, -8, 1.1

Next results follow.
SMILES	Diaph inh CS	G6PDH counter	PMI act	Diaph act CS	FLuc stim CS	Efa HMGR inh	TNAP inh no acc	PMI act hi M6P	TNAP inh hi DEA	TNAP act hiacc
COc1ccccc1CNc1ncnc2nc[nH]c12	-1	24	1	1	1	1	-48	1	8	0.9
O=C(Nc1cccc2nsnc12)c1cccnc1Cl	5	7	1	1	1.1	-2	-16	0.9	3	1
Cc1cccc(NC(=S)N2CCCCC2)c1	8	0	1	0.9	1.1	-5	-1	1.1	-5	1.1
CCCC(=O)c1cc2c(cc1NC(=O)CC)OCCO2	12	7	1	0.9	1.1	-5	7	1	-5	1.1
COc1ccc2nc(N3CCCC(C(=O)NCCCN4CCN(C)CC4)C3)sc2c1 (stereo unspecified)	-2	3	1	1	0.7	-3	-12	1	-6	1.1
CN1C(=O)c2ccc(C(=O)NCc3ccc4c(c3)OCO4)cc2C1=O	1	-2	1.1	1	1	0	-6	1.1	3	1
NC(=O)c1ccccc1	4	5	1.1	1	1.1	-7	-10	1.1	-2	1
O=C(NCCc1cccs1)C1CC(c2c(Cl)cccc2Cl)=NO1 (stereo unspecified)	21	10	0.9	0.8	1	-3	-10	0.9	-6	1.1
Cc1ccccc1SC1CCN(Cc2nc(C3CC3)no2)CC1	5	23	0.9	0.9	1	1	-3	0.9	-3	1
O=C(CSc1nc2c([nH]c3ccccc32)c(=O)n1-c1ccccc1)N1CCOCC1	14	-59	1	0.9	1	-4	-15	0.9	-6	1.1

An excerpt from above in order of the FLuc stim CS value, smallest number first.
| canonical_smiles | FLuc stim CS |
| --- | --- |
| COc1ccc2nc(N3CCCC(C(=O)NCCCN4CCN(C)CC4)C3)sc2c1 (stereo unspecified) | 0.7 |
| Cc1ccccc1SC1CCN(Cc2nc(C3CC3)no2)CC1 | 1 |
| Cc1cccc(NC(=S)N2CCCCC2)c1 | 1.1 |
